Bioassay records from PubChem.
Y pestis TopoI = inhibitors of Yersinia pestis topoisomerase I; 360,000 tested, 0.064% active; activity, % at 10 µM; Y. pestis Topo-I cleavage product accumulation, plate reader; AID 504884; in the data active = activity above about 50%, passing the limit was not always enough; inconclusive = no clear call, values can overlap the other calls; also: inactives centre near 2
FadD28 FP inh = M. tuberculosis FadD28 bisubstrate binding inhibition; FadD28 bisubstrate probe binding, fluorescence polarization; inhibition, % at 12.5 µM; 360,000 tested, 0.22% active; AID 588549; in the data active = inhibition above about 8.5%, passing the limit was not always enough; inconclusive = no clear call, values can overlap the other calls
PfHsp40 yeast = restores yeast growth despite PfHsp40 toxicity; S. cerevisiae expressing PfHsp40, growth rescue, ATP luminescence; growth rescue, % at 12.5 µM; 340,000 tested, 0.68% active; AID 504582; in the data active = growth rescue above about 28%, passing the limit was not always enough; inconclusive = no clear call, values can overlap the other calls;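 also: yeast W303a lacking pdr1 and pdr3 grown in galactose medium; growth measured after three days at 30 °C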
PrPC surface inh = inhibitors of human cell surface prion protein PrPC; P04156; TR-FRET read-out; inhibition, % at 13.8 µM; 370,000 tested, 0.43% active; AID 720596; in the data active = inhibition above about 24%; also: 0% = median of the test wells and 100% = reference compound wells
Anthrax LF prot = blocks Bacillus anthracis lethal factor protease. multiplex microsphere protease cleavage assay, LF. AID 588501. inhibition, % at 10 µM. 360,000 tested, 0.12% active; also: plate controls were buffer without enzyme for full effect and enzyme alone for no effect
Target sequence (P15917 whole entry, looked up): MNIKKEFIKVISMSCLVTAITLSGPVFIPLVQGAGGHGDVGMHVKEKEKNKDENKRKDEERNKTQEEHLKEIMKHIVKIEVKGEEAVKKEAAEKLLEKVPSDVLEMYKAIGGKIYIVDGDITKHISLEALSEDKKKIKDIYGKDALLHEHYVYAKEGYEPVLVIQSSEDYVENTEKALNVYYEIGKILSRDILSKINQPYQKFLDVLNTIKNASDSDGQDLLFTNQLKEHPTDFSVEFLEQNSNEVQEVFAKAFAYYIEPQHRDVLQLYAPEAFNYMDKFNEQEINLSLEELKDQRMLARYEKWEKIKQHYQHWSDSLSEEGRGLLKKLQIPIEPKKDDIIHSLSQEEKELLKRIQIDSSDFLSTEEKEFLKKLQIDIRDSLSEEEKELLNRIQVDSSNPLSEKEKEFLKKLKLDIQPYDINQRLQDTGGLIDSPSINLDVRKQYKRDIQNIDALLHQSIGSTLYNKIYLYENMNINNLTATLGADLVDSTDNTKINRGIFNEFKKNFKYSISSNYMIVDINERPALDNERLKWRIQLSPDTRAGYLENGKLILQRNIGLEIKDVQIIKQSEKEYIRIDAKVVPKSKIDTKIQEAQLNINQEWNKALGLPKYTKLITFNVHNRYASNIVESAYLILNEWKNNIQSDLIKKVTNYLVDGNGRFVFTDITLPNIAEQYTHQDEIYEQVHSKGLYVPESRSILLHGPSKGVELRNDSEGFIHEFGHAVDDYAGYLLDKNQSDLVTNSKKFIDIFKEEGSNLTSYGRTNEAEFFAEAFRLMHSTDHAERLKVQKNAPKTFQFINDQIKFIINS
BoNT F protease = inhibitors of Botulinum neurotoxin F light chain protease; 360,000 tested, 0.22% active; Multiplex microsphere protease cleavage assay, flow cytometry; AID 588497; inhibition, % at 10 µM; in the data active = inhibition above about 35%, passing the limit was not always enough; inconclusive = no clear call, values can overlap the other calls; also: plate controls were buffer without enzyme for full effect and enzyme alone for no effect
BoNT-A LC inh2 = BoNT A light chain protease inhibition; multiplex microsphere protease substrate cleavage, flow cytometry; inhibition, % at 10 µM; 360,000 tested, 0.17% active; also: plate controls were buffer without enzyme for full effect and enzyme alone for no effect
CCHF vOTU inh = CCHFV vOTU protease inhibition | Pep-AMC fluorescence | inhibition, % at 11.5 µM | 370,000 tested, 0.55% active; in the data active = inhibition above about 30%; also: 0% = vehicle wells with enzyme and 100% = no enzyme wells
TcdB GH inh = TcdB glycohydrolase inhibition | TcdB glycohydrolase enzymatic assay, plate reader | inhibition, % at 9.99 µM | 350,000 tested, 0.24% active; in the data active = inhibition above about 10%
Numbers without * were called inactive; u = inconclusive; x = no result given; & = joins results of further samples. Rule as the data show it, unless noted: active = inhibition above about 30%; inconclusive = no clear call, values can overlap the other calls; inactive = below that.

SMILES	Y pestis TopoI	FadD28 FP inh	PfHsp40 yeast	PrPC surface inh	Anthrax LF prot	BoNT F protease	BoNT-A LC inh2	CCHF vOTU inh	TcdB GH inh
C[C@H](CO)N1C[C@H](C)[C@@H](CN(C)C(=O)Nc2ccc(C(F)(F)F)cc2)Oc2c(NC(=O)Nc3ccc4c(c3)OCO4)cccc2C1=O	-1.7	2.8	-0.3	-1.1	-1.3	-2.2	0.3	5.7	1.1&1.9
Cc1cc2c(c(N)n1)c(=O)oc1ccccc12	-2.2	0.1	0.4	7.7	-1.0	7.8	0.9	-14.8	x
COc1ccc(CNc2ccc3c(c2)ncn3C)cc1OC	-0.6	-0.4	0.0	5.8	-2.5	-20.3	1.0	1.4	0.9
Cc1ccccc1SCC(=O)Nc1cc(C(F)(F)F)ccc1N1CCOCC1	1.8	-0.6	0.5	x	-0.6	-1.3	-4.3	x	x
CC(C)Oc1ccc(C(=O)N2CCCC2C(=O)O)cc1 (stereo not given)	2.6	-3.8	-1.2	-9.8	0.9	-0.1	-0.4	2.2	x
Cc1cc(/C=C(\C#N)C(=O)NCCc2c[nH]c3ccccc23)c(C)n1C	3.3	0.9	1.6	-6.3	-1.8	6.0	-0.8	1.3	0.5
O=C(Nc1nc(=S)ss1)c1ccc(Cl)cc1Cl	-0.3	-0.8	-0.5	0.5	-11.0	-1.4	-0.5	-4.6	x
CCOC(=O)C1CCN(Cc2cnc(Oc3ccc(Cl)cc3C)s2)CC1	27.8	-1.9	0.9	6.8	-7.3	-6.1	-0.7	17.2	x
COc1ccccc1C(=O)N/N=C/c1c[nH]c2ccccc12	1.4	0.2	1.5	2.2	-11.9	u	-10.8	-4.1	-1.1
Cc1nn(CCC(=O)N2CCN(S(=O)(=O)c3ccccc3)CC2)c(C)c1C	4.0	0.3	2.1	-5.5	-2.6	-4.4	-2.5	-3.2	1.4
COCCNC(=S)N(CCCO)Cc1cc2cc3c(cc2[nH]c1=O)OCCO3	-4.9	-2.0	-0.3	-0.7	-8.1	7.8	-1.2	-20.9	0.9
O=C(COC(=O)CCS(=O)(=O)c1ccccc1)NC(=O)c1ccc(OC(F)F)cc1	4.3	-4.3	0.3	1.3	-0.7	-4.2	-1.7	-4.1	2.9
O=C(Nc1ccc2c(c1)OCCO2)C1CCC1	-9.6	-4.0	0.6	-1.2	-5.1	7.1	0.1	5.8	x
CCC(CC)C(=O)N(C)c1c(C)nc2c(OCc3cc(Cl)cc(Cl)c3)cccn12	20.5	-5.5	x	9.4	-9.3	-5.0	-0.9	13.8	2.1
Cc1c(C)c2cc(Cl)c(OCC(=O)NCCCn3ccnc3)cc2oc1=O	1.9	-1.2	-0.8	-6.3	1.6	-3.1	-0.5	-6.4	1.8
Cc1cc(C)cc(N(CC(=O)N2CC=C(c3ccccc3)CC2)S(=O)(=O)c2c(C)noc2C)c1	4.8	1.4	-0.2	-2.8	-6.7	5.3	0.2	8.7	0.6
COc1ccc(-c2n[nH]c(=S)n2-c2ccc(C)cc2)cc1OC	3.5	-0.5	-0.3	6.0	-8.7	22.3	1.4	-5.6	5.0
Cc1ccc(Cc2c(-c3ccc(Cl)cc3)nc3ccc(Br)cn23)cc1	26.6	-6.0	x	14.7	6.7	2.5	1.3	7.3	-1.0
CC(=O)Nc1ccc(N/C=C/C(=O)c2ccc(C)o2)cc1	-3.8	-2.2	-0.2	-13.6	0.5	-10.9	-0.1	0.5	0.5
CCOc1ccccc1NC(=O)CCS(=O)(=O)c1ccc2c(c1)CCN2C(C)=O	-3.4	-0.8	0.6	-2.7	1.1	0.5	-1.6	0.3	0.0
CCOCCSC1=C(C#N)C(c2cccs2)C(C(C)=O)=C(C)N1 (stereo not given)	-7.6	-3.5	2.4	3.5	-2.9	-3.1	-0.4	12.5	x
Cc1ccc(NC(=O)C2(c3ccccc3)CC2(Cl)Cl)cc1C (stereo not given)	-6.4	-14.2	0.7	0.3	0.5	-7.2	0.4	0.3	x
COc1ccc(OCC(O)Cn2c(Nc3ccccc3)nc3c2c(=O)n(C)c(=O)n3C)cc1 (stereo not given)	3.2	-3.1	0.0	5.4	1.8	-2.7	0.7	7.1	x
Cc1ccc2nc(SCc3nc4c(cnn4-c4ccccc4)c(=O)[nH]3)[nH]c2c1	4.2	-1.4	-1.4	-4.6	-1.0	2.3	0.0	-7.3	x
CCOc1ccc(-c2nc(-c3cccnc3)no2)cc1OCC	4.0	-3.4	1.4	-0.1	-5.8	-2.8	0.3	-5.7	x

Next part.
SMILES	Y pestis TopoI	FadD28 FP inh	PfHsp40 yeast	PrPC surface inh	Anthrax LF prot	BoNT F protease	BoNT-A LC inh2	CCHF vOTU inh	TcdB GH inh
CCc1cccc(C)c1NC(=O)c1cccc(N(C)C)c1	-5.5	0.4	-0.1	-4.4	0.3	1.0	0.3	-6.6	x
Cc1cc2c(NC(=O)CCCC(=O)O)cccc2nn1	8.4	1.5	-0.7	-7.4	-0.3	-1.8	-3.5	-4.2	-2.5
COc1cccc(/C=N/NC(=O)C[n+]2ccccc2)c1O	-2.5	-1.1	-2.0	7.4	0.1	3.7	0.5	-1.7	x
O=C(COC(=O)Cc1c(Cl)cccc1Cl)NC1CCCC1	3.4	-2.7	0.1	0.7	-1.9	1.7	-1.4	10.6	1.6
CC(C)(C)c1ccc(C(=O)NCCNC(=O)c2ccco2)cc1	-3.8	-0.9	1.2	6.5	0.8	1.5	-1.0	3.3	-1.8
Cc1nc(CCNC(=O)Cc2ccc(Cl)cc2)cs1	-10.9	-1.0	-0.7	0.3	0.4	-2.1	-0.4	-9.8	0.9
C/C(=N\NC(=O)C(O)c1ccccc1)c1cccnc1 (stereo not given)	-1.4	-1.5	-1.6	-0.3	-3.7	2.1	-0.9	8.0	0.6
CC1CN(C(=O)/C=C/c2ccccc2[N+](=O)[O-])CC(C)O1 (stereo not given)	0.0	-0.7	-0.4	-9.6	0.0	2.5	-0.2	1.9	2.2
CC(C)COC(=O)N1CCCCC1c1cc(C(=O)NCc2ccc(F)cc2)no1 (stereo not given)	27.6	-7.4	x	3.3	-7.8	-0.9	0.0	8.9	0.2
Cc1cc(=O)oc2cc(OCC(=O)N3CCC(C(=O)O)(c4ccccc4)CC3)ccc12	5.2	-2.7	0.3	1.4	1.4	-2.9	-0.2	4.2	-0.5
O=C(O)C1CC(O)CN1C(=S)Nc1ccccc1 (stereo not given)	15.1	0.2	0.9	0.4	10.8	-2.9	-0.4	-0.2	0.4
CCc1ccc2[nH]c(C(=O)Nc3ccc(Br)c(C)n3)cc2c1	-11.2	-0.5	-1.5	-3.5	-0.3	5.6	1.6	10.1	0.5
c1ccc(Oc2ccccc2-c2cc(NCCc3cccnc3)n3nccc3n2)cc1	17.4	-1.8	x	3.0	-2.6	-7.5	0.4	-7.9	-1.7
Cc1ccc(C(=O)Nc2ccc(NC(=O)c3cccs3)cc2)cc1[N+](=O)[O-]	-3.2	-0.5	-0.5	3.2	2.1	-2.1	-1.1	-12.1	0.5
O=c1[nH]c(/C(Cl)=C/c2cc(Cl)ccc2O)nc2cc(Cl)ccc12	-3.3	-7.7	-1.6	-3.3	-3.2	-2.4	-1.1	22.1	5.8
COc1ccc(CC(=O)OCC(=O)NCCc2ccccc2)cc1OC	-3.8	-4.8	-0.1	-1.9	-1.7	-2.7	-0.2	-10.3	0.3
CCC(CC)NC(=O)COC(=O)c1ccc(OCC(=O)Nc2ccccc2OC)c(OC)c1	8.0	-0.4	-1.0	-3.1	-1.7	6.8	u	-11.8	x
O=C(Nc1ccc(F)cc1F)c1cc2n(n1)C(C(F)(F)F)C1CCCCC1N2 (stereo not given)	5.5	-0.3	0.3	-1.7	-3.2	9.8	0.5	4.3	x
CC(=O)Nc1ccc(OCC(O)CN2CCN(c3cc(Cl)ccc3C)CC2)cc1 (stereo not given)	3.2	-2.8	-1.2	20.2	-10.2	-9.0	-1.1	5.0	x
Cc1ccc(C)c(NC(=O)CN(C)S(=O)(=O)c2ccc(F)cc2)c1	12.7	-2.6	-1.5	0.6	-2.3	-1.2	-1.2	15.8	x
Cc1[nH]c(=O)[nH]c(=O)c1S(=O)(=O)N1CCCC(C(=O)NCc2ccco2)C1 (stereo not given)	-4.4	-0.4	-0.6	-4.8	0.0	-2.9	-0.2	10.7	x
O=C(CCc1ccccc1)NNC(=S)NCc1ccc(Cl)cc1	10.2	-7.6	-0.5	8.8	8.2	32.3	11.0	11.0	-5.5
COc1cc(OC)cc(C(=O)NC(=S)Nc2ccc(NC(=O)c3ccco3)cc2)c1	-1.8	-0.4	-1.6	5.0	0.4	-11.7	0.0	-4.6	x
COC(=O)CN1C(=O)COc2ccc(S(=O)(=O)N3CCCC3)cc21	5.2	-0.2	-0.8	0.1	-3.7	1.0	-2.4	-4.3	-0.5
[O-]/C(=C(\C(=S)Nc1ccccc1F)[n+]1ccccc1)c1ccc(-c2ccccc2)cc1	1.5	0.9	-0.5	2.3	-0.1	-7.3	2.3	23.2	2.2

Record cards, as listed above. Values in the order: Y pestis TopoI	FadD28 FP inh	PfHsp40 yeast	PrPC surface inh	Anthrax LF prot	BoNT F protease	BoNT-A LC inh2	CCHF vOTU inh	TcdB GH inh
Profile of Cc1[nH]c(=O)[nH]c(=O)c1S(=O)(=O)N1CCCC(C(=O)NCc2ccco2)C1 (stereo not given) : -4.4	-0.4	-0.6	-4.8	0.0	-2.9	-0.2	10.7	x
Profile of COC(=O)CN1C(=O)COc2ccc(S(=O)(=O)N3CCCC3)cc21 : 5.2	-0.2	-0.8	0.1	-3.7	1.0	-2.4	-4.3	-0.5
Profile of CC(C)(C)c1ccc(C(=O)NCCNC(=O)c2ccco2)cc1 : -3.8	-0.9	1.2	6.5	0.8	1.5	-1.0	3.3	-1.8

New compounds follow
SMILES	Y pestis TopoI	FadD28 FP inh	PfHsp40 yeast	PrPC surface inh	Anthrax LF prot	BoNT F protease	BoNT-A LC inh2	CCHF vOTU inh	TcdB GH inh
O=C(N/N=C1\CCSc2ccc(F)cc21)c1cccnc1	-12.0	-2.8	0.5	0.5	0.6	-2.5	-0.9	-3.9	-2.6
Cc1cc(C)nc(-n2nc(C)cc2NC(=O)c2cc3ccccc3oc2=O)n1	-2.8	-2.9	-0.3	-6.5	-4.3	2.9	-0.1	2.5	0.1
COc1ccc(OC)c(C(=O)CSc2nc3ncccc3[nH]2)c1	0.7	-1.5	-2.4	-6.1	3.6	2.6	0.3	2.0	x
CCN(CC)S(=O)(=O)c1csc(C(=O)OCC(=O)c2ccccc2)c1	3.5	1.6	-0.5	-1.1	-4.4	-1.2	-1.9	0.7	x
CCOc1ccc(/C=N/NC(=O)C(O)c2ccccc2)c(O)c1 (stereo not given)	-11.7	0.2	-0.9	2.8	-12.1	-8.7	-1.7	4.9	-1.1
COc1ccccc1N1CCN(C(=O)C2=CC=CN3CCS(=O)(=O)N=C23)CC1	3.8	x	-0.5	-2.7	4.6	-0.3	1.6	7.4	1.3
NC(=O)CSc1ncnc2c1cnn2Cc1ccccc1	-5.3	-3.5	1.1	-5.2	-3.4	9.9	-0.3	-6.6	x
CCC1(CC)NC(=S)NC1=S	1.0	-3.4	-2.5	3.3	-6.4	-6.0	-0.7	-9.7	0.9
CCN(CC(=O)Nc1ccccc1C(F)(F)F)C(=O)c1cc(S(=O)(=O)N2CCCCCC2)ccc1OC	0.7	-3.7	1.9	-3.2	-1.6	u	1.2	-7.8	1.1
COC(=O)C1CCN(C(=O)COC(=O)c2oc3ccc(OC)cc3c2C)CC1	-3.0	-1.8	13.0	4.9	0.7	3.0	-0.1	-30.0	-2.0
NC(=O)CC(NC(=O)Cc1ccc(Br)cc1)c1ccc(NCc2ccccn2)c([N+](=O)[O-])c1 (stereo not given)	2.3	-1.0	0.7	-23.2	1.5	-19.6	-0.1	4.5	2.7
CN(C)CCCNC(=O)C(=O)NCC(c1cccs1)S(=O)(=O)c1ccc(F)cc1 (stereo not given)	-3.4	1.7	-0.1	-7.5	3.9	-7.7	-3.6	3.2	-3.1
CCCCn1c(=O)[nH]c(=O)c2c1nc(-c1ccc([N+](=O)[O-])cc1)n2CC	2.5	0.5	0.0	-5.5	5.7	-9.6	-0.1	14.4	0.5
CCn1nc(NC(=O)C(C)C)c2cc3ccc(C)cc3nc21	-2.3	-0.5	-1.7	-2.4	-1.6	-9.0	-6.2	0.6	-0.5
